Screens (PubChem BioAssay)
Rad51 HR inh – Rad51 (human) homologous recombination inhibition; Q06609; hRad51 DNA strand exchange, fluorescence dequenching; inhibition, % at 10 µM; 200,000 compounds, 0.085% hits;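 active = inhibition above 40% at the single screening dose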;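 also: 0% = DMSO control wells and 100% = blanks with heterologous ssDNA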
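material = hRad51 filaments on single-stranded DNA | reagent = Donor/quencher-labelled 47-bp dsDNA substrate | compound = 10 µM final, single point | schedule = strand-exchange reaction 15 min at room temperature | measured by = fluorescein emission 520 nm, excitation 485 nm | read-out basis = % inhibition versus plate control and blank means | benchmarks = plate controls and plate blanks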
MDM2 E3 inh – blocks human Mdm2 ubiquitin ligase activity | cell-based MDM2 ubiquitination luciferase reporter, 2 h; 0 = plate control, 100 = twice control, blank-subtracted | 210,000 compounds, 0.11% hits | Q00987 | signal enhancement, % at 5 µM | AID 1230;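 active = signal enhancement of 30% or more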;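 also: luminescence tracks abundance of the self-degrading MDM2-luciferase fusion protein; higher signal means inhibition of MDM2 E3 ligase activity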
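Timing – 2 h compound exposure at 37 °C · Assay system – mammalian cells stably expressing self-ubiquitinating, self-degrading MDM2 E3–luciferase fusion · Amount – 2000 cells seeded into each well · Measure – % luminescence enhancement versus blank-corrected plate control mean · Measured by – SteadyLite luminescence, 15 min reagent step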
PERK inh – blocks human PERK kinase | Q9NZJ5 | CHO PERK-DD fusion, SEAP luminescence translation reporter | inhibition, % at 5.6 µM | AID 1416 | 220,000 compounds, 0.17% hits;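 active = inhibition above the mean inhibition of all tested compounds plus 3 SD, set separately per screening campaign, cut at about 2.9% in these data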;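 also: PERK kinase domain activated by AP20187 dimerizer at 100 nM; 0% = DMSO with dimerizer and 100% = rapamycin at 8.4 µM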
Calpain2 inh – inhibitors of pig calpain II; purified calpain II, fluorogenic peptide substrate, 30 min; inhibition, % at 16 µM; 220,000 compounds, 0.37% hits; AID 1236;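 active = inhibition above about 50%, limit read from the data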
TNF death inh – TNF-alpha cell death inhibition in Jurkat FADD-/- cells; activation (protection from cell death), % at 10 µM; 220,000 compounds, 0.068% hits; Jurkat FADD-/- TNF necroptosis rescue, ATP luminescence, 24 h; 0 = TNF only, 100 = no-TNF cells; AID 463075;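 active = activation, meaning protection from cell death, of at least 50% relative to plate controls; inactive = activation below 50%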;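 also: necroptosis triggered by 40 ng/mL TNF-alpha added together with compound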
eIF4E-4G inh – eIF4E/eIF4G interaction inhibition in translation initiation. TR-FRET eIF4E-eIF4GI(517-606) binding, 2 h. inhibition, % at 21.7 µM. 220,000 compounds, 0.37% hits. AID 782;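 active = inhibition above about 30%, limit read from the data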;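 also: 0% = full FRET control wells and 100% = background wells lacking eIF4GI fragment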
Cl transport mod – KCC2 (human) Cl- transport modulation; B-score of Tl+ flux slope (higher = more flux/activation; lower = inhibition) at 10 µM; AID 1456; KCC2 cells, thallium flux FluoZin-2 fluorescence; 190,000 compounds, 2.2% hits; Q9H2X9;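 active = thallium flux slope and its plate-corrected score both differing from the plate sample mean at a set confidence after two filtering rounds, in either direction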;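 also: slope of fluorescence scaled to starting intensity during 10 to 20 s after thallium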
Target sequence (Q9H2X9 whole entry, looked up): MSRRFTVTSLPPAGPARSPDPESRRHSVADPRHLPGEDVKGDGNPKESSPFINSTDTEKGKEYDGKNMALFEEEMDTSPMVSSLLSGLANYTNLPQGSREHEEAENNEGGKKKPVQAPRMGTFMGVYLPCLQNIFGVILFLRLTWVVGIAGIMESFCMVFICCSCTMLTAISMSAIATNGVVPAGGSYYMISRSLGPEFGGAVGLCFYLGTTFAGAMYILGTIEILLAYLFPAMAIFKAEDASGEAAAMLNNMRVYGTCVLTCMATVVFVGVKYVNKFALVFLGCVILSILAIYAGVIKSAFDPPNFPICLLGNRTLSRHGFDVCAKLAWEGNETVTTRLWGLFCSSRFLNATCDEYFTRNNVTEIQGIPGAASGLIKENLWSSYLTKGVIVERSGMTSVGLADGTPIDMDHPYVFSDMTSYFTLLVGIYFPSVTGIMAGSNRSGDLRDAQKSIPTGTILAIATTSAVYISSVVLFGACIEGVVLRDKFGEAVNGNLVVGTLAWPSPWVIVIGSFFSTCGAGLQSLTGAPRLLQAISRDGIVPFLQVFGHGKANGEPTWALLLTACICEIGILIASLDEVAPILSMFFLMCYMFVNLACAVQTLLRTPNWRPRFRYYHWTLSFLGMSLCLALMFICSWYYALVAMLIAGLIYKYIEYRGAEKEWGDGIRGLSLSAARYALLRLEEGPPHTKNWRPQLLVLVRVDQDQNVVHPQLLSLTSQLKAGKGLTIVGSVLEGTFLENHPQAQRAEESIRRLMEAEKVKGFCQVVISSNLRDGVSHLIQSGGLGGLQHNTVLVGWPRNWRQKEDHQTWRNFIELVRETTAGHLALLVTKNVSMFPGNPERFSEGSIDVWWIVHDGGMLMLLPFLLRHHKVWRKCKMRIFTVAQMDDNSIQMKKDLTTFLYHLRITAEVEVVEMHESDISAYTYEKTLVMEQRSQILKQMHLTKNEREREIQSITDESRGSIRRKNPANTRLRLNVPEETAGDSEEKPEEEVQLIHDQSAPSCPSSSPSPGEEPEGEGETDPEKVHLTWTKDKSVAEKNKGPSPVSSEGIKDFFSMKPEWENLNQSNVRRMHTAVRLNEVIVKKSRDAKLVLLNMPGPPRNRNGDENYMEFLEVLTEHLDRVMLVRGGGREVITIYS
L929 necroptosis – blocks zVAD induced death of L929 cells. 220,000 compounds, 0.38% hits. AID 1377. viability rescue, % at 10 µM. L929 zVAD necroptosis rescue, ATP luminescence, 24 h; with zVAD 60 µM;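 active = activation, scaled between plate controls, above about 75%, limit read from the data; inactive = activation under that limit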;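 also: 0% = zVAD with DMSO and 100% = DMSO alone without zVAD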
EBV gp42 inh – EBV gp42 inhibition | Q1HVG2 | Fluorescence polarization binding assay, mP read-out | inhibition, % (tested at 21.74 µM) | 220,000 compounds, 0.42% hits; in the data active = inhibition above about 50%
* hit, by the source's call; · = not tested or not shown; & = joins results of further samples; [ ] = another dose, or the depositor's remark. Outcome played no part in choosing rows. Share with any hit: about 3.6%.

SMILES | Rad51 HR inh | MDM2 E3 inh | PERK inh | Calpain2 inh | TNF death inh | eIF4E-4G inh | Cl transport mod | L929 necroptosis | EBV gp42 inh
C/C(CC(=O)Nc1cccc(C(F)(F)F)c1)=N/NC(=O)C(=O)NCCO | 1 | -9 | 1.2 | -21 | -0.2 | 0 | · | 0.6 | -23
S=c1[nH]nc(-c2ccccc2Cl)n1Cc1ccccc1 | 4 | -3 | -0.1 | 29 | -0.5 | 0 | 0.13 | 3.4 | 4
O=S(=O)(c1cccc(-c2csc(-c3cccnc3)n2)c1)N1CCCCC1 | -6 | -5 | -1.2 | 4 | 1.2 | -4 | · | 33 | 6
Cc1ccc(S(=O)(=O)c2c(C)cc(-c3ccccc3)[nH]c2=O)cc1 | -1 | -17 | 0.0 | -267 | -2.1 | -2 | · | 0.4 | -15
CCn1cc(C(=O)Nc2ccc(OC)c(S(=O)(=O)N3CCCCC3)c2)c(=O)c2ccc(C)nc21 | 2 | 1 | 0.2 | -19 | 1.9 | 1 | 0.7 | 0.6 | -37
CC(=O)N=c1n(C)c2ccccc2n1CCOc1ccccc1 | · | -2 | 0.6 | -12 | -0.2 | 0 | -0.35 | 0.2 | -12
COc1ccc2[nH]c(=O)c(CN(Cc3cccs3)Cc3nnnn3Cc3ccccc3)cc2c1 | -3 | -2 | -0.8 | 9 | -4.6 | · | · | 1.6 | -3
Nc1ccc(S(=O)(=O)NC2=NCCCCC2)cc1N | -5 | -5 | 0.6 | 11 | 0.5 | 1 | -0.18 | -1.1 | 16
Cc1ccc(S(=O)(=O)CC(=O)c2ccccc2)cc1 | · | -1 | -0.2 | -5 | 0.9 | 0 | 0.029 | 0.2 | -19
Cc1cc(N(C)C)ccc1[N+](=O)[O-] | · | -6 | 0.1 | -2 | 0.8 | -8 | -2.4 | 0.6 | -7
COc1ccc(NC(=O)CCCn2c(=O)c3sccc3n(Cc3ccc(C)cc3)c2=O)cc1 | 22 | -15 | 0.0 | -22 | -0.2 | 0 | -0.0097 | 0.0 | -6
COc1cccc(CN(C)C(=S)Nc2ccc(C)c(C)c2)c1 | -2 | -3 | 0.4 | -27 | 0.3 | 8 | -0.74 | 2.3 | -2
COc1cc(C2Nc3ccccc3NC3=C2C(=O)CC(c2ccc(OC)c(OC)c2)C3)ccc1O (centres undefined) | -7 | · | 0.2 | 31 | 0.4 | -13 | -0.73 | -0.3 | -6
COCCCN(CC(=O)Nc1ccc(N2CCOCC2)cc1)S(=O)(=O)c1ccccc1 | 12 | -3 | 1.8 | -1 | 1.6 | 4 | -0.035 | 1.6 | -12
c1ccc2[nH]c(SCc3cn4cccnc4n3)nc2c1 | · | · | 1.4 | -22 | 1.1 | 0 | 0.43 | 0.8 | -4
COc1ccc(/C=N/OC(=O)c2ccc(Cl)cc2)c(Cl)c1OC | -4 | -14 | -0.2 | 19 | -1.8 | 0 | 0.018 | -0.5 | -8
CCNC(=O)/C(C#N)=C/c1c(N2CCOCC2)nc2ccccn2c1=O | 0 | 0 | 0.4 | -179 | 1.3 | -1[fluorescence artefact?] | -0.026 | 0.6 | -6
O=C(c1cccnc1)N1CCN(S(=O)(=O)c2ccc3ccccc3c2)CC1 | 4 | 17 | 0.0 | 7 | -1.7 | -16 | -0.088 | -0.9 | 5
CCOC(=O)Cn1c(S(=O)(=O)Cc2ccc(Cl)cc2)nc(-c2ccccc2)c1-c1ccccc1 | -8 | -8 | 1.1 | 7 | -3.3 | 1 | -0.23 | -0.2 | 5
CCCNC(=O)NCc1ccc(N2CCCC2=O)cc1 | -5 | -12 | 0.6 | -18 | 0.2 | -1 | · | 0.4 | -7
Cc1ccc(C(=O)NN2CCOCC2)cc1 | -3 | -10 | 1.4 | -7 | -1.1 | -2 | 1.3 | 0.0 | -17
COc1cc(SC)ccc1C(=O)NCCOc1ccc(C)c(C)c1 | -8 | 9 | 0.2 | 21 | 0.3 | 15 | -1.3 | 0.3 | -5
COC(=O)c1sc(C(C)(C)C)cc1CS(=O)(=O)c1ccc(Cl)cc1 | 16 | -7 | -1.7 | 34 | -0.7 | 1 | -1.1 | -0.4 | -12
Nc1ccn([C@H]2CC[C@@H](CO)O2)c(=O)n1 | -5&21 | 7 | 1.1&1.2 | -5&-29 | -3.3 | -1&0 | 0.13&0.053 | 1.7 | -12&-30
CCOC(=O)C(C)n1cnc2c(cnn2-c2ccc(Cl)cc2)c1=O (centres undefined) | 6 | -7 | 0.8 | -26 | -0.3 | 6[fluorescence artefact?] | 0.044 | -0.4 | -14
CCc1ccc(NC(=O)N(C2CCCCC2)C(C)c2cccnc2)cc1 (centres undefined) | 9 | -13 | 0.2 | 2 | 1.4 | -4 | -0.023 | -0.7 | -16
CC(=O)c1ccc(NS(=O)(=O)c2ccc(C(C)(C)C)cc2)cc1 | · | 1 | -0.1 | 14 | 0.8 | 1 | -0.6 | -0.2 | 17
N/C(Cc1ccc([N+](=O)[O-])cc1)=N\OC(=O)c1ccc2ccccc2c1 | 3 | -11 | 1.2 | -13 | -6.3 | -17 | 0.74 | 1.9 | -7
Cc1ccc2c(CN3CCN(S(=O)(=O)/C=C/c4ccccc4)CC3)cc(=O)oc2c1 | · | 0 | 0.2 | -28 | -0.9 | 0 | -0.031 | 0.4 | -17
CCS(=O)(=O)c1ccc2oc(SCC(=O)NCc3ccccc3)nc2c1 | 25 | 5 | 0.4 | -1 | 1.7 | 1 | -0.33 | -0.6 | 2
O=S(=O)(c1ccc(N2CCN(S(=O)(=O)c3ccccc3)CC2)nc1)N1CCCC1 | -24 | -19 | 1.5 | -7 | -0.7 | -2 | 0.42 | -1.5 | -13
CCOC(=O)CC(NC(=O)Cc1ccc(F)cc1)c1ccccc1Cl (centres undefined) | 3 | -11 | 0.0 | 17 | 0.3 | 4 | -0.24 | -0.6 | -8
CCc1cc2c(=O)c(-c3nc(C)cs3)coc2cc1O | 13 | -10 | -0.5 | -7 | 0.0 | 7 | 0.24 | 0.3 | -5
COc1cc(C(c2c(C)[nH][nH]c2=O)c2c(C)[nH][nH]c2=O)ccc1OS(=O)(=O)c1ccccc1 | 7 | -5 | -0.3 | 4 | -0.3 | 0 | 0.016 | 0.7 | -26
COc1cccc(OCc2nnc(SCC(=O)NNC(=O)C3CCCCC3)n2C)c1 | -5 | -24 | 1.4 | 1 | 0.9 | -2 | 0.56 | 1.3 | 4
COc1ccccc1C1CC(=O)Nc2c1c(=O)n(C)c(=O)n2C (centres undefined) | -5 | -6 | 1.2 | -1 | 0.8 | -1 | 1.5 | 0.1 | 2
CCn1ccc(C(=O)Nc2cccc(Cl)c2)n1 | 2 | -13 | 1.5 | -26 | 0.4 | 0 | -0.0032 | 1.2 | 3
CN(CC(=O)Nc1ccc(S(=O)(=O)N2CCCC2)cc1)CC(=O)Nc1ccc(F)c(F)c1F | 9 | 4 | 0.1 | -11 | 2.1 | -2 | -0.53 | 1.7 | -17
COc1ccc(C(=O)NC(=S)NCc2cccnc2)cc1Br | 0 | -3 | 0.7 | -12 | -2.0 | -4 | 1 | 5.5 | 2
COCCSc1nnc(NC(=O)c2cc(OC)c(OC)cc2[N+](=O)[O-])s1 | 7 | -21 | 0.2 | -5 | -0.5 | 1 | 1.6 | 1.1 | -4
Cc1ccc(C(=O)NS(=O)(=O)c2ccccc2)cc1 | -12 | 8 | 1.6 | -15 | -0.4 | 1 | 0.23 | 0.5 | -19
COc1ccc2sc(C)nc2c1NC(C)=O | 8 | 0 | 0.7 | 5 | -1.2 | -4 | 0.14 | 0.4 | -6
CCOC(=O)c1c(NC(=O)CCN2C(=O)c3cccc([N+](=O)[O-])c3C2=O)sc(C(=O)OC(C)C)c1C | 17 | 2 | 1.2 | -13 | -1.1 | 1 | 0.31 | 0.4 | -3
CC1CCc2c(C(=O)NCc3ccco3)csc2C1 (centres undefined) | · | · | 0.5 | -7 | 10 | -9 | -1.2 | -0.4 | -9
CC1(C)CC2(CCO1)N1CC3(C)CN2CC(C)(C1)C3=O (centres undefined) | 0 | · | 0.7 | · | 0.3 | · | 1.4 | -0.1 | ·
CCOC(=O)/C=C(C)\C=C\c1c[nH]c2ccccc12 | 2 | -9 | -2.1 | 30 | -17 | 0 | -2.1 | 0.4 | -2
Cc1ccc(-n2c(O)c(/C=N/Nc3ccc(S(=O)(=O)N4CCOCC4)cc3[N+](=O)[O-])c3ccccc3c2=O)c(C)c1 | 13 | -8 | -1.1 | -2 | -3.1 | -36 | -2.8 | 0.6 | 6
COc1ccc(S(=O)(=O)N(C)CC(=O)Nc2ccccc2SC)cc1Cl | 0 | -7 | -1.6 | -6 | -0.1 | -1 | -0.091 | 0.3 | -13
Cc1cc2nn(-c3ccccc3)nc2cc1NC(=O)c1cccs1 | 0 | -31 | -1.0 | 23 | 3.1 | -1 | -2.3 | 0.1 | 8
C=CCn1c(CCNC(=O)c2cccs2)nnc1SCC(=O)c1ccc(Cl)cc1 | 4 | -36 | -0.7 | 21 | -0.5 | 5 | -0.078 | 0.8 | 0
CC1NC(=S)N(C2CCCCC2)C1=O (centres undefined) | 0 | -18 | 1.2 | -11 | 0.8 | 0 | 0.46 | -1.0 | -2
Cc1cccc(N2CCN(CCNC(=O)c3cc4c(s3)CS(=O)(=O)C4)CC2)c1C | 2 | -7 | -1.5 | -163 | -4.2 | -10 | 0.33 | 0.5 | -1
O=C(Nc1cccc([N+](=O)[O-])c1)c1ccc(CSc2ccccc2)cc1 | -1 | -5 | 0.0 | -36 | -2.7 | 3 | 1.3 | 0.2 | -4
COc1cc(C=C2C(=O)c3ccccc3C2=O)cc(OC)c1OC | 0 | -25 | -0.6 | 5 | -6.7 | 0 | 0.54 | -1.4 | 95*
COc1ccccc1Nc1ccc([N+](=O)[O-])cc1N | -68 | -3 | -0.1 | -9 | -0.6 | -2 | -1.4 | 0.1 | -6
CC1(C)Cc2nc3oc4c(=O)n(CC(=O)Nc5ccccc5)cnc4c3cc2CO1 | -5 | -6 | 0.4 | 5 | 2.1 | 3[fluorescence artefact?] | 0.66 | 0.4 | 1
CCc1ccc(C2=NN(CCC(=O)NCc3cccs3)C(=O)CC2)cc1 | 4 | -9 | 0.2 | -2 | 1.0 | -5 | -0.42 | 1.4 | -2
CN1CCN(c2ccccc2NC(=O)c2ccc(N3CCCCC3)c([N+](=O)[O-])c2)CC1 | · | · | 0.8 | -5 | 3.4 | -2 | 1 | 1.5 | -1

As entered above.
`COc1ccc2sc(C)nc2c1NC(C)=O` – L929 necroptosis: 0.4
`Cc1ccc(C(=O)NS(=O)(=O)c2ccccc2)cc1` – EBV gp42 inh: -19
`COc1cc(C=C2C(=O)c3ccccc3C2=O)cc(OC)c1OC` – TNF death inh: -6.7

Whole records from above:
`CCc1ccc(C2=NN(CCC(=O)NCc3cccs3)C(=O)CC2)cc1` reads Rad51 HR inh: 4; MDM2 E3 inh: -9; PERK inh: 0.2; Calpain2 inh: -2; TNF death inh: 1.0; eIF4E-4G inh: -5; Cl transport mod: -0.42; L929 necroptosis: 1.4; EBV gp42 inh: -2
`CCOC(=O)c1c(NC(=O)CCN2C(=O)c3cccc([N+](=O)[O-])c3C2=O)sc(C(=O)OC(C)C)c1C` reads Rad51 HR inh: 17; MDM2 E3 inh: 2; PERK inh: 1.2; Calpain2 inh: -13; TNF death inh: -1.1; eIF4E-4G inh: 1; Cl transport mod: 0.31; L929 necroptosis: 0.4; EBV gp42 inh: -3
